High-throughput results from PubChem.
CHO-K1 Ca antag: M1 antagonist counterscreen hit in parental CHO-K1 cells; inhibition, % at 3 µM; AID 602250; 0.6% of 360,000 active; ATP-induced calcium, Fluo-8 fluorescence;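 active = inhibition above a per-plate cutoff, the plate's mean sample inhibition plus 3 SD, cut at about 24% in these data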;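 also: 0% = DMSO plus EC80 ATP and 100% = DMSO alone without ATP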
CHRM4 agonist: human M4 muscarinic receptor agonists, primary screen, CHO-K1 cells, Fluo-8 calcium fluorescence. 0.14% of 360,000 active. CHO-K1 hM4/Gqi5; vehicle 0%, full acetylcholine response 100%. activation, % at 3 µM;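 active = activation above the run mean over all test wells plus 3 SD, cut at about 32% in these data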;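 also: peak over basal fluorescence ratio per well then scaled between controls; 0% = DMSO wells and 100% = acetylcholine at EC100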
M1 antag: human M1 muscarinic receptor antagonists, primary screen, CHO-K1 cells, Fluo-8 calcium fluorescence, 1536-well | CHO-K1 hM1, ACh EC80 antagonist | inhibition, % at 3 µM | 1.3% of 360,000 active | AID 588852, 2011;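 active = percent inhibition above its own plate's cutoff, namely the mean of that plate's compound wells plus 3 SD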;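 also: peak over basal fluorescence ratio during 140 s after agonist addition; 0% = ACh EC80 plus DMSO and 100% = DMSO alone without agonist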
Target sequence (P11229 whole entry, looked up): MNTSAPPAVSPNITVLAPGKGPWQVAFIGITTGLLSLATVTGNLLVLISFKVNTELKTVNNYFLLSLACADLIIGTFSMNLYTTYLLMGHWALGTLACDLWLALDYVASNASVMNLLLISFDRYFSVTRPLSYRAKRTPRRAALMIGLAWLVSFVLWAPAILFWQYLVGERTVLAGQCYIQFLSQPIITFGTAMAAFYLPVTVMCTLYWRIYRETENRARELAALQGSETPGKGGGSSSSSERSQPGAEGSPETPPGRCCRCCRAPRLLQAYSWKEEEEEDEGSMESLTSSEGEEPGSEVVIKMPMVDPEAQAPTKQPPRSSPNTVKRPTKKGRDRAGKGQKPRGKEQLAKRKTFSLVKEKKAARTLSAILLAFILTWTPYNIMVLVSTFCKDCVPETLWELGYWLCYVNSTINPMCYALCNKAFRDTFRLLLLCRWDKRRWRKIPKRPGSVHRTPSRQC
CHO parental Ca: ATP-evoked calcium signal inhibitors, parental CHO, primary screen, counter-screen for OX1R antagonist project, cell-based, fluorescence, Fluo-8 calcium dye; parental CHO-K1, ATP-induced calcium, Fluo-8 fluorescence; inhibition, % at 5.6 µM; 0.63% of 330,000 active;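 active = inhibition above that plate's mean sample inhibition plus 3 SD, cut at about 26% in these data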;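 also: 0% = ATP-challenged DMSO wells and 100% = DMSO wells without ATP; some compounds past the cut are filed as inactive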
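Assay system – parental CHO cells · Reagent – ATP stimulus · Detection – intracellular calcium via Fluo-8 no-wash fluorescent dye · Evaluation – percent inhibition of ATP-evoked calcium rise, normalized to controls · Controls – ATP wells versus no-ATP DMSO wells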
CHRM1 agonist: human M1 muscarinic receptor agonists, primary screen, Fluo-8 calcium fluorescence, CHO-K1 cells, HTS; Muscarinic acetylcholine receptor M1 (Homo sapiens), P11229; CHO-K1 hM1, agonist mode; 0% DMSO, 100% acetylcholine EC100; AID 588814, 2011; activation, % at 3 µM; 0.33% of 360,000 active;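 active = activation above the run's mean compound activation plus 3 SD, cut at about 16% in these data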;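 also: peak over basal fluorescence ratio within a 140 s kinetic read after compound addition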
OXTR potentiate: human OXTR potentiators, primary screen, fluorescence, CHO-OTR cells, Fluo-8 calcium | AID 2445, 2010 | activation, % at 3 µM | 0.061% of 320,000 active | Oxytocin receptor (Homo sapiens), P30559 | Fluo-8 calcium fluorescence, potentiator mode; 0% = oxytocin EC15, 100% = EC100;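 active = activation above that plate's cutoff, the mean activation of tested compounds plus 3 SD, cut at about 6.6% in these data, passing the limit was not always enough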;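 also: 100% uses oxytocin at 75 nM as the full agonist control; some results filed as inactive read as strong as hits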
Target sequence (P30559 whole entry, looked up): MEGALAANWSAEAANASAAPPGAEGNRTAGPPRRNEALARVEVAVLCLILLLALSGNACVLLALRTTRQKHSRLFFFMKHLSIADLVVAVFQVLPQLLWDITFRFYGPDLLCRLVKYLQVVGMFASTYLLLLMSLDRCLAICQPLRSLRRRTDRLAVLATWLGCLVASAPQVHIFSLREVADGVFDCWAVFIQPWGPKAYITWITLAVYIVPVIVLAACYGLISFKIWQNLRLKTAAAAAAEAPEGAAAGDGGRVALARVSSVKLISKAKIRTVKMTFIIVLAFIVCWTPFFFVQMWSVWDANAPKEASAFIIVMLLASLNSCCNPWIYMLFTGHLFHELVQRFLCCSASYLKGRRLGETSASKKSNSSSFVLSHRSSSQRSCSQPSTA
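System: human OTR in CHO cells / Also added: sub-maximal oxytocin, roughly EC15 / Control set: EC15 oxytocin low, 75 nM oxytocin high / Schedule: 6 min compound pre-incubation at room temperature, 100 s kinetic read / Compound: single-point 3.0 µM / Replication: singlicate / Technique: Fluo-8 calcium dye fluorescence / Read-out basis: % activation of max/min ratio relative to oxytocin controls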
CHO-K1 Ca ag: counter-screen for M1 agonists: effect in parental CHO-K1 cells; 0.48% of 360,000 active; activation, % at 3 µM; AID 602248, 2012; Fluo-8 calcium fluorescence; scaled to maximal ATP response, vehicle zero; in the data active = activation above about 15%;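 also: untransfected CHO-K1 host cells lacking M1 receptor as counterscreen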
M4 antag: human M4 muscarinic receptor antagonists, primary screen, CHO cells, Fluo-8 calcium fluorescence; CHO-hM4 cells, ACh EC80; inhibition, % at 3 µM; 0.73% of 360,000 active;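 active = inhibition above its plate's cutoff, the mean inhibition of sample wells plus 3 SD, cut at about 27% in these data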;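 also: 0% = acetylcholine EC80 with DMSO and 100% = DMSO without agonist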
CHRM1 PAM: human M1 muscarinic receptor positive allosteric modulators, primary screen, CHO-K1 cells, Fluo-8 calcium fluorescence, 1536-well; Muscarinic acetylcholine receptor M1 (Homo sapiens), P11229; CHO-K1 hM1, ACh EC20; 0% = ACh EC20, 100% = maximal ACh; activation, % at 3 µM; 0.088% of 360,000 active; AID 588819, 2011; in the data active = activation above about 19%, passing the limit was not always enough
Starred values were filed as active, the others as inactive; / = not tested or not shown.

SMILES	CHO-K1 Ca antag	CHRM4 agonist	M1 antag	CHO parental Ca	CHRM1 agonist	OXTR potentiate	CHO-K1 Ca ag	M4 antag	CHRM1 PAM
CC(C)N(C(=S)Nc1cccc(S(=O)(=O)N(C)C)c1)c1ccccc1	-2	1	-11	-4	-3	0	0.7	-1	8
CC1(C(=O)NC2CCCCCCC2)CCC(=O)N1Cc1cccs1 (stereo not given)	-4	0	10	-19	-8	-5	1.1	8	-10
CCCN(CCC)CC(O)Cn1cc(/C=C/C(=O)c2cccs2)c2ccccc21 (stereo not given)	-5	9	-4	-19	-7	-5	2.5	-1	1
Cc1sc2ccccc2c1CNC[C@H]1O[C@@H](n2cnc3c(N)ncnc32)[C@H](O)[C@@H]1O	-8	1	-11	-8	-5	11	0.0	-10	5
Cc1ccc(NC(=O)c2c3c(nc4ccccc24)CCC3)cc1S(=O)(=O)N(C)C	5	3	2	-26	-5	-2	0.5	-6	1
COc1ccc(/C=N/NC(=O)c2cccnc2)cc1CN1CCOCC1	-7	0	-1	1	-5	-2	0.3	-15	5
CCCCN(C(=O)CCNC(=O)NC12CC3CC(CC(C3)C1)C2)c1c(N)n(CCC)c(=O)[nH]c1=O	-8	1	-20	-18	-2	-8	0.5	-9	15
C[C@H](CO)N1C[C@H](C)[C@@H](CN(C)S(=O)(=O)c2ccc(F)cc2)Oc2ccc(NC(=O)Nc3ccc4c(c3)OCO4)cc2C1=O	-3	1	-2	-10	-8	-6	-0.1	7	-3
O=C(Nc1ncc2c(n1)-c1ccccc1CC2)c1ccc(Cl)cc1	-8	-2	-9	-26	-6	-3	-0.1	2	11
CCn1c(C)nc2cc(C(=O)NNC(=S)Nc3ccc(Cl)cc3)ccc21	-5	1	-11	-14	-4	0	6.5	-4	8
COc1ccc(CNC(=O)CSc2cc(=O)n(C)c3ccccc23)cc1	3	2	-2	1	-9	-16	-0.2	9	4
CC(/C=N/N1CCN(c2ccc(C)cc2)CC1)=C\c1ccccc1	-9	2	-14	2	-7	1	0.7	1	5
CC(C)CCNC(=O)C(c1ccco1)N(Cc1ccccc1)C(=O)c1snc(C(N)=O)c1N (stereo not given)	-16	14	20	0	-1	-3	5.3	-1	-10
O=C(O)C1Sc2[nH]c(=O)sc2C2c3ccc(O)cc3OC(=O)C12 (stereo not given)	-3	1	-4	13	-2	-4	0.1	-4	7
CCCCNC(=O)C1(C)CCN1Cc1ccc(C(=O)OCC)cc1 (stereo not given)	-14	0	-14	/	-6	/	0.4	-20	12
COc1ccc2[nH]c3c(c2c1)CCN1C(=O)C(CC(=O)NCCCN(C)C)C[C@H](C(=O)N2CCCCC2)[C@@]31C (stereo not given in full)	-18	1	4	-6	-4	/	0.7	8	0
COCCN(C(=O)COC(=O)CCOc1ccccc1C)c1c(N)n(Cc2ccccc2)c(=O)[nH]c1=O	3	0	1	-10	-5	1	0.5	3	1
Cc1cc(C)n2nc(C(=O)OCCOc3ccc(Br)cc3)nc2n1	-8	1	-19	-5	-2	-3	0.1	-4	-3
CC1=CCC[C@@H]2[C@]3(CC/C(=C/CO)CO)CO[C@@]2(C1)[C@@H](O)C[C@H]3C	-2	3	-9	/	1	/	0.3	-13	10
CC(C)COc1ccc(CNC(=S)NCc2ccccc2)cc1	-14	5	14	-30	-5	-11	4.5	-3	-10
Cc1ccc(-n2ncc(C#N)c2/N=C/N2CCN(C)CC2)cc1	-7	0	-8	-11	-7	-5	0.7	-3	-6
COc1ccc(Cn2c(-c3ccc(C)cc3)c[n+]3ccccc23)cc1	14	0	11	-7	-10	-8	-0.1	4	-9
O=[N+]([O-])c1ccc(NCc2ccc(Cl)cc2)nc1	-10	1	11	-15	-6	-11	5.1	13	-9
O=C(CCS(=O)(=O)c1ccc(F)cc1)Nc1ccc(N2CCN(Cc3ccccc3)CC2)cc1	-4	5	-6	-16	-1	-7	6.1	-7	2
O=C(CSc1nnc(-c2cccnc2)n1CCc1ccccc1)NCc1ccccc1	-20	1	-15	-25	-3	-14	0.9	-3	9
Additional results follow.
SMILES	CHO-K1 Ca antag	CHRM4 agonist	M1 antag	CHO parental Ca	CHRM1 agonist	OXTR potentiate	CHO-K1 Ca ag	M4 antag	CHRM1 PAM
Cc1cnc(C(=O)Nc2ccccc2-c2nnn(CC(=O)NC3CCCC3)n2)cn1	5	1	2	-7	-4	2	0.2	-2	0
COc1cc(-c2cnc3c(NC=O)cc(-c4cccnc4)cn23)cc(OC)c1OC	3	4	-12	/	-4	/	1.3	-8	13
Cc1ccc(N(Cc2ccccc2)C(=O)c2cc(S(=O)(=O)N3CCOCC3)ccc2N2CCCC2)cc1	-2	1	-1	-31	0	-6	-0.9	-15	0
CN(C)S(=O)(=O)c1cccc(COC(=O)CNC(=O)c2ccc(Br)o2)c1	-1	3	-2	/	-1	/	1.9	0	2
CCN(CC)C(=O)c1[nH]cnc1C(=O)Nc1cccc(Cl)c1	-21	2	-12	-23	3	3	0.0	-4	0
COc1cc(F)ccc1S(=O)(=O)N1CCN(Cc2ccccc2)CC1	-6	0	-8	-9	-5	-3	1.1	2	6
COc1ccc(/C=N/n2cnnc2)cc1Br	15	1	-18	5	-1	-4	-0.5	0	15
Cc1c(NC(=O)C(C)Sc2nnc(-c3ccccc3)o2)c(=O)n(-c2ccccc2)n1C (stereo not given)	0	1	-32	-6	-2	1	0.5	-12	8
Cc1cc([N+](=O)[O-])ccc1NC(=O)COc1nsnc1N1CCOCC1	-6	4	-1	2	-5	-5	4.3	9	0
CNC(=O)c1c(NC(=O)c2cccc(N3C(=O)CCC3=O)c2)sc2c1CCCC2	0	2	-5	-15	-1	-16	1.3	3	3
CCOC(=O)c1cc2c(C)nn(-c3ccccc3)c2s1	-11	-1	-19	-7	-3	-14	0.4	6	7
Cc1cc(SCC(=O)c2ccccc2)nc(=O)[nH]1	-6	3	0	-11	-3	2	2.2	8	3
Cc1cc(Br)cn2c(Cc3ccsc3)c(C3CCCCC3)nc12	-11	2	-26	/	-1	/	0.6	1	-4
COc1ccc(-c2cc(C(=O)N3CCN(c4cccc(C)c4C)CC3)c3ccccc3n2)cc1OC	-6	13	21	-32	-1	-18	2.2	17	-7
Cc1ccc(S(=O)(=O)CCSc2nc(C)cc(C)c2C#N)cc1	0	0	-2	-13	0	-10	0.1	3	12
CC(/C=C/c1ccccc1F)=N\NC(=O)c1ccc(Cl)cc1	-7	0	-6	-11	-3	-14	0.2	-1	-8
Cc1cccc(S(=O)(=O)NC(=O)C2(C)CCN2C(=O)c2c(C)noc2C)c1 (stereo not given)	-8	1	-18	/	1	/	0.0	-19	15
C[C@H](NS(=O)(=O)c1ccccc1)C(=O)OCC(=O)NC(=O)Nc1ccc2c(c1)OCCO2	-14	3	8	-10	-3	-7	2.0	9	3
CNC(=S)/N=C/NOCc1c(Cl)cccc1Cl	1	1	-5	1	-3	-21	0.1	-5	1
COC(=S)Nc1cccc(C(F)(F)F)c1	-2	-2	-9	4	-5	2	0.3	-10	9
COc1ccc(-c2nnn(CC(=O)N(CCCN3CCOCC3)C(C(=O)NC3CCCC3)c3ccc(C)o3)n2)cc1 (stereo not given)	-8	0	0	-26	-14	4	0.3	10	6
NC(N)=N/N=C/c1ccc(OCc2ccc(Cl)cc2)cc1	8	1	3	18	-10	0	0.0	10	3
C/C(CC(=O)NC12CC3CC(CC(C3)C1)C2)=N\NC(=O)Cc1cccs1	11	1	-16	-11	-7	-6	0.2	-4	4
NNC(=O)c1nnn(-c2nonc2N)c1-c1cccs1	-20	4	-29	1	2	-9	1.1	-11	22*
CCN1CCN(C(=O)c2ccc(Cl)c(S(=O)(=O)N(C)c3ccccc3)c2)CC1	-17	3	-20	-8	-6	-10	1.2	-1	18
(more compounds)
SMILES	CHO-K1 Ca antag	CHRM4 agonist	M1 antag	CHO parental Ca	CHRM1 agonist	OXTR potentiate	CHO-K1 Ca ag	M4 antag	CHRM1 PAM
O=c1cc(N2CCCCC2)c(-c2ccccc2)nn1Cc1c(Cl)cccc1Cl	-2	-1	-8	-30	-3	-15	-0.1	-2	0
O=C(CN1C(=O)NC(CCc2ccccc2)C1=O)Nc1ccccc1C(F)(F)F (stereo not given)	-6	3	4	9	-2	-4	1.4	10	0
Cc1ccccc1NS(=O)(=O)c1cc(S(C)(=O)=O)ccc1C	0	1	-4	-5	-6	-9	2.5	4	4
COc1ccc(C(=O)N/N=C/c2ccccc2OC(=O)c2ccccc2)cc1	-19	13	-6	-11	-1	-4	3.4	7	5
Cc1ccc(NC(=O)CNCc2ccccc2)cc1Br	-19	7	-33	-8	0	-9	2.7	-17	5
COc1cccc(C(=O)NNC(=O)c2ccc3ccccc3c2)c1	-15	6	-16	/	1	/	0.7	-7	5
CCCCCC(=O)NNC(=S)NC(=O)c1cccc([N+](=O)[O-])c1	1	1	-3	-1	-5	1	-0.1	0	9
COc1ccc(C(=O)Nc2cccc(S(C)(=O)=O)c2)cc1OC	-5	3	-4	-11	-4	-2	1.6	1	5
COCCN(CC(=O)NCc1ccc(F)cc1)C(=O)CCC(=O)Nc1ccccn1	-9	1	-23	-4	0	0	0.2	-4	6
Oc1ccc(C2N=C(c3ccccc3)NC(c3ccccc3)=N2)cc1	0	0	-8	-1	-1	-7	0.4	-7	2
O=C(NCCc1ccccc1)C(c1cccs1)N(C(=O)c1csnn1)C1CC1 (stereo not given)	-6	1	5	-11	-4	-5	0.4	6	-1
CC(=O)N1c2ccc([N+](=O)[O-])cc2NC(=O)CC1C (stereo not given)	6	0	-3	-11	-5	6	-0.2	7	9
CN(c1cccc(NC(=O)c2ccc(Cl)c(S(=O)(=O)Nc3ccccc3)c2)c1)S(C)(=O)=O	-15	2	2	-16	-1	-1	-0.2	-21	7
O=C(CSc1nnc(-c2ccco2)o1)N1CCCCC1	-8	1	7	-8	0	-4	0.3	2	6
COc1ccccc1NC(=O)N1CCCC1C(=O)Nc1nnc(C(C)C)s1 (stereo not given)	-5	0	17	-22	-2	-14	-0.1	0	-2

This is a random part of the collection. Share with any hit: about 2.9%.
